Screening data as filed in PubChem.
GPR55 antagonists: GPR55 antagonists blocking LPI-driven arrestin recruitment, primary screen, imaging, U2OS, beta-arrestin-GFP, LPI agonist (AID 2013); U2OS GPR55 beta-arrestin-GFP translocation imaging, LPI antagonism; higher % means a stronger effect; inhibition, % at 10 µM, or IC50 in µM where a hit was titrated; actives 0.13% (n = 290,000);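 active means spots per cell inhibited over 60%, with over 100 cells counted and total cytoplasm intensity under 500,000; inconclusive means wells with under 100 cells, flagged as likely toxic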;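 further: U2OS cells stably carrying GPR55 and arrestin-GFP stimulated by 5 µM LPI near EC80; imaged beta-arrestin-GFP aggregate spots per cell after agonist stimulation; plate controls were LPI-stimulated DMSO wells for no effect and DMSO wells without LPI for full effect; some results filed as inactive read as strong as hits; confirmed hits need IC50 under 10 µM and bright autofluorescent wells are also inconclusive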
K1F lysis inhibition: inhibition of K1F phage lysis, E. coli UTI89, bacterial capsule biogenesis inhibitors, alamar blue (AID 488966) | actives 0.02% (n = 340,000) | E. coli UTI89 K1F phage lysis, alamar blue, 2 h; higher % means a stronger effect | inhibition, % at 100 µM; hits with a dose series show IC50 in µM;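 active means phage lysis inhibition, versus mean bacterial control, above a set limit; inconclusive means no clear call, values can overlap the other calls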;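 further: capsule biogenesis inhibitors block K1F phage lysis so surviving cells raise fluorescence; higher fluorescence means more inhibition of phage lysis; actives were called in the ten point dose series up to 300 µM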
Rac1 GTP hydrolysis: MgcRacGAP GTPase-activating activity inhibitors, confirmation, biochemical, ADP Hunter fluorescence; MgcRacGAP-stimulated Rac1 GTP hydrolysis, ADP Hunter fluorescence; higher % means a stronger effect; GST-tagged Rac1 F28L mutant substrate; inhibition, % at 30 µM, or IC50 in µM where a hit was titrated; actives 0.6% (n = 340,000); AID 624330;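 active means first-screen hits whose inhibition reached a set limit at any dose in the follow-up dose series; inconclusive means inhibition above the set first-screen limit but never retested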;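 further: fluorescence reports GDP produced by GAP-driven GTP hydrolysis; strong numbers were not always called active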
NTR1 ag: agonists of NTR1, primary screen, imaging, U2OS cells, beta-arrestin-GFP, high content (AID 493036); activation, % at 20 µM; actives 0.17% (n = 330,000); NTR1-U2OS beta-arrestin-GFP spot imaging, agonist mode;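 active means activation at or above 40% of the spot to cytoplasm intensity ratio, with at least 20 cells analyzed; inconclusive means wells under 20 cells, flagged as cytotoxic or low count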;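 further: 0% = DMSO without peptide and 100% = 100 nM NTR1 peptide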
Target sequence (P30989 whole entry, looked up): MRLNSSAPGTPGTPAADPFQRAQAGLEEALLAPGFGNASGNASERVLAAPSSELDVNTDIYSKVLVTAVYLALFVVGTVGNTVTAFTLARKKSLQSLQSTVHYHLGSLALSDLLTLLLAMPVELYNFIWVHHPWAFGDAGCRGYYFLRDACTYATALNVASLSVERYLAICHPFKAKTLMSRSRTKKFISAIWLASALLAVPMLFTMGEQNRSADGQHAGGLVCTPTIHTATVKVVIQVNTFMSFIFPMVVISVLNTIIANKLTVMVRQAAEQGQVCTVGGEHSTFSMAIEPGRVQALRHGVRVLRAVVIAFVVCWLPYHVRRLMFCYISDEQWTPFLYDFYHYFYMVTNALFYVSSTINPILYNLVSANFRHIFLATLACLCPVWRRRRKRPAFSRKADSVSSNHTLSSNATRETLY
KOR beta-arrestin-1: kappa opioid receptor blockers – cell-based, luminescence, uHTS (AID 1778) | KOR beta-arrestin recruitment, luminescence, antagonist mode; higher % means a stronger effect | one-dose inhibition, % at 10 µM; IC50 in µM for titrated hits | actives 0.091% (n = 290,000); in the data active means inhibition above about 50%; further: strong numbers were not always called active
GPR35 antagonists: GPR35 antagonists blocking zaprinast-driven arrestin recruitment, primary screen, imaging, U2OS, beta-arrestin-GFP, zaprinast agonist (AID 2058); U2OS GPR35 beta-arrestin-GFP translocation imaging, zaprinast antagonism; higher % means a stronger effect; inhibition, % at 10 µM, or IC50 in µM where a hit was titrated; actives 0.052% (n = 290,000);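 active means inhibition of at least 50% with at least 30 cells and total cytoplasm GFP at most 10,000,000; inconclusive means under 30 cells or total GFP of 10,000,000 plus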
NOD1 inhibition: NOD1 signaling inhibitors, primary screen, cell-based, luminescence, uHTS (AID 1578). actives 1% (n = 290,000). inhibition, % at 4 µM, or EC50 in µM where a hit was titrated. NOD1-driven NF-kB luciferase reporter cells, luminescence; higher % means a stronger effect; in the data active means inhibition mostly above about 36%, no sharp cut-off; inactive means mostly below about 34%;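 further: HEK-293T reporter cells stimulated with the NOD1 agonist gamma-tri-DAP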
GPR55 beta-arrestin: GPR55 agonists via beta-arrestin recruitment, primary screen, imaging, U2OS cells, beta-arrestin-GFP redistribution (AID 1961); actives 0.048% (n = 290,000); U2OS GPR55 beta-arrestin-GFP redistribution imaging; higher % means a stronger effect; activation, % at 10 µM; hits with a dose series show EC50 in µM;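 active means activation above 40% with more than 50 cells counted in the well; inconclusive means wells holding fewer than 50 cells, flagged as toxic or sparse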;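 further: U2OS osteosarcoma cells stably expressing GPR55 and beta-arrestin-GFP; plate controls were DMSO negative control for no effect and LPI positive control for full effect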
KOR beta-arrestin-2: kappa opioid receptor activators – cell-based, luminescence, uHTS, primary screen (AID 1777); KOR beta-arrestin recruitment, luminescence; higher % means a stronger effect; activation, % at 10 µM; hits with a dose series show EC50 in µM; actives 0.02% (n = 280,000); in the data active means activation above about 50%, passing the limit was not always enough; further: a part of the inactive calls stands beside numbers as strong as those of hits
NTR1 ag cell count 20 µM: further read-out of NTR1 ag, marked with its call; cell count; measured here: cell count, cytotoxicity flag
* hit, by the source's call; [ ] = remark or other dose. These rows are one share of the data; the hit share may differ from the screen's.

`CCCn1c(/N=C/c2ccccc2O)nc2ccccc21` gave GPR55 antagonists -2%, K1F lysis inhibition 0.1%, Rac1 GTP hydrolysis 8%, NTR1 ag -1.6, KOR beta-arrestin-1 -21%, GPR35 antagonists -1%, NOD1 inhibition 11%, GPR55 beta-arrestin -0.1%, KOR beta-arrestin-2 5.4% and NTR1 ag cell count 20 µM 94.
`COCCCNC(=O)Cn1nnc(-c2ccccc2NC(=O)c2ccc(F)cc2)n1` gave GPR55 antagonists -1%, K1F lysis inhibition 0.1%, Rac1 GTP hydrolysis inconclusive, NTR1 ag 0.1, KOR beta-arrestin-1 -2%, GPR35 antagonists 14%, NOD1 inhibition 5%, GPR55 beta-arrestin 0.1%, KOR beta-arrestin-2 -4.4% and NTR1 ag cell count 20 µM 37.
CC(=O)N/C(=C\c1ccccc1)C(=O)OCC(=O)NC(C)C12CC3CC(CC(C3)C1)C2 (stereo not given) was read as GPR55 antagonists 25%, K1F lysis inhibition -1.2%[50 µM], Rac1 GTP hydrolysis 7%, NTR1 ag 0.4, KOR beta-arrestin-1 32%, GPR35 antagonists -8%, NOD1 inhibition 13%, GPR55 beta-arrestin -0.2%, KOR beta-arrestin-2 -5.1% and NTR1 ag cell count 20 µM 61.
`CCCCSc1nnc(-c2ccc(OC)cc2)n1C` gave GPR55 antagonists 3%, K1F lysis inhibition 1.0%, Rac1 GTP hydrolysis 7%, NTR1 ag -1.9, KOR beta-arrestin-1 -26%, GPR35 antagonists 4%, NOD1 inhibition 7%, GPR55 beta-arrestin 0.2%, KOR beta-arrestin-2 4.1% and NTR1 ag cell count 20 µM 37.
Screening Nc1nc2ccccc2n1/N=C/c1ccc([N+](=O)[O-])s1 returned GPR55 antagonists -10%, K1F lysis inhibition -2.3%[50 µM], Rac1 GTP hydrolysis 11%, NTR1 ag 2.1, KOR beta-arrestin-1 8%, GPR35 antagonists 2%, NOD1 inhibition 68%, GPR55 beta-arrestin 0.9%, KOR beta-arrestin-2 12% and NTR1 ag cell count 20 µM 51.
For CCOC(=O)C1CCN(S(=O)(=O)c2ccc(Cl)s2)CC1 the results were GPR55 antagonists 1%, K1F lysis inhibition 0.3%, Rac1 GTP hydrolysis -53%, NTR1 ag 2.5, KOR beta-arrestin-1 -36%, GPR35 antagonists 1%, NOD1 inhibition -12%, GPR55 beta-arrestin 0.3%, KOR beta-arrestin-2 -0.5% and NTR1 ag cell count 20 µM 52.
`CC(C)CCN1CCNC(=O)C1CC(=O)NCCCN1CCOCC1` (stereo not given) gave GPR55 antagonists -12%, K1F lysis inhibition 0.7%, Rac1 GTP hydrolysis 10%, NTR1 ag 0.1, KOR beta-arrestin-1 -64%, GPR35 antagonists -1%, NOD1 inhibition -4%, GPR55 beta-arrestin -0.1%, KOR beta-arrestin-2 4.8% and NTR1 ag cell count 20 µM 60.
`O=C(Nc1cccnc1)c1ccco1` gave GPR55 antagonists 7%, K1F lysis inhibition 0.7%, Rac1 GTP hydrolysis -4%, NTR1 ag -1.5, KOR beta-arrestin-1 -37%, GPR35 antagonists 9%, NOD1 inhibition -9%, GPR55 beta-arrestin 0.3%, KOR beta-arrestin-2 -1.3% and NTR1 ag cell count 20 µM 58.
Screening Cc1ccc(C(=O)NCCC(=O)Nc2ccccc2C)cc1 returned GPR55 antagonists -2%, K1F lysis inhibition 0.0%, Rac1 GTP hydrolysis 8%, NTR1 ag 0.1, KOR beta-arrestin-1 -13%, GPR35 antagonists 10%, NOD1 inhibition -19%, GPR55 beta-arrestin -0.1%, KOR beta-arrestin-2 -1.8% and NTR1 ag cell count 20 µM 61.
COc1ccc2[nH]cc(C(=O)CNc3nc(C)cs3)c2c1 was read as GPR55 antagonists 32%, K1F lysis inhibition 1.5%, Rac1 GTP hydrolysis -9%, NTR1 ag 0.5, KOR beta-arrestin-1 17%, GPR35 antagonists 8%, NOD1 inhibition -27%, GPR55 beta-arrestin 0.0%, KOR beta-arrestin-2 -3.3% and NTR1 ag cell count 20 µM 58.
COc1ccccc1OCCOc1ccc(/C=C2/C(=N)N3OC(C)=CC3=NC2=O)cc1OC was read as GPR55 antagonists 15%, K1F lysis inhibition -0.2%, Rac1 GTP hydrolysis 7%, NTR1 ag -0.1, KOR beta-arrestin-1 -31%, GPR35 antagonists 4%, NOD1 inhibition -9%, GPR55 beta-arrestin -0.1%, KOR beta-arrestin-2 10% and NTR1 ag cell count 20 µM 86.
`Clc1ccc(N=c2ssnc2Cl)cc1` gave GPR55 antagonists -5%, K1F lysis inhibition -0.4%, Rac1 GTP hydrolysis 15%, NTR1 ag 2.2, KOR beta-arrestin-1 18%, GPR35 antagonists 11%, NOD1 inhibition -19%, GPR55 beta-arrestin 0.0%, KOR beta-arrestin-2 4.4% and NTR1 ag cell count 20 µM 79.
Screening COc1ccc(C(=O)C2CCCN(C(=O)c3ccc(F)cc3)C2)cc1OC (stereo not given) returned GPR55 antagonists 12%, K1F lysis inhibition -0.2%, Rac1 GTP hydrolysis 9%, NTR1 ag 1.9, KOR beta-arrestin-1 10%, GPR35 antagonists -4%, NOD1 inhibition -15%, GPR55 beta-arrestin -0.1%, KOR beta-arrestin-2 0.7% and NTR1 ag cell count 20 µM 63.
For C=CCn1c(-c2cc(OC)c(OC)c(OC)c2)n[nH]c1=S the results were GPR55 antagonists -4%, K1F lysis inhibition -0.2%, Rac1 GTP hydrolysis 20%, NTR1 ag -0.5, KOR beta-arrestin-1 14%, GPR35 antagonists 14%, NOD1 inhibition -34%, GPR55 beta-arrestin -0.1%, KOR beta-arrestin-2 -4.4% and NTR1 ag cell count 20 µM 60.
CCn1nc(C)c(/C=N/NC(=S)Nc2ccc(Cl)cc2Cl)c1C was read as GPR55 antagonists 0%, K1F lysis inhibition -0.1%, Rac1 GTP hydrolysis 10%, NTR1 ag 4.4, KOR beta-arrestin-1 -11%, GPR35 antagonists -10%, NOD1 inhibition -44%, GPR55 beta-arrestin -0.2%, KOR beta-arrestin-2 -2.8% and NTR1 ag cell count 20 µM 74.
COc1ccc(-n2nnc3c(SCC(=O)NCC4CCCO4)ncnc32)cc1 (stereo not given) was read as GPR55 antagonists 14%, K1F lysis inhibition 1.9%, Rac1 GTP hydrolysis 12%, NTR1 ag 4.3, KOR beta-arrestin-1 -1%, GPR35 antagonists 14%, NOD1 inhibition 7%, GPR55 beta-arrestin 0.0%, KOR beta-arrestin-2 -1.8% and NTR1 ag cell count 20 µM 33.
Cc1nc(CNC(=O)C2CCC(=O)N(Cc3cccc(F)c3)C2)sc1C (stereo not given) was read as GPR55 antagonists -9%, K1F lysis inhibition -0.3%[50 µM], Rac1 GTP hydrolysis 10%, NTR1 ag -0.1, KOR beta-arrestin-1 -25%, GPR35 antagonists -4%, NOD1 inhibition 5%, GPR55 beta-arrestin -0.1%, KOR beta-arrestin-2 5.7% and NTR1 ag cell count 20 µM 54.
Screening CC(=O)c1c(C(C)=O)c(C)n(NC(=O)c2ccncc2)c1C returned GPR55 antagonists -4%, K1F lysis inhibition 0.2%, Rac1 GTP hydrolysis 16%, NTR1 ag -1.0, KOR beta-arrestin-1 -41%, GPR35 antagonists -4%, NOD1 inhibition 14%, GPR55 beta-arrestin 0.1%, KOR beta-arrestin-2 -0.8% and NTR1 ag cell count 20 µM 35.
`COc1ccc(Nc2nc(N)nc(CSC(=S)N3CCN(C)CC3)n2)cc1` gave GPR55 antagonists -13%, K1F lysis inhibition 0.8%, Rac1 GTP hydrolysis 16%, NTR1 ag -1.5, KOR beta-arrestin-1 -50%[20 µM], GPR35 antagonists -6%, NOD1 inhibition -1%, GPR55 beta-arrestin -0.1%, KOR beta-arrestin-2 1.1% and NTR1 ag cell count 20 µM 104.
`Cc1cccc(CNC(=O)C2CCC(=O)N(Cc3ccccc3F)C2)n1` (stereo not given) gave GPR55 antagonists 5%, K1F lysis inhibition 0.0%, Rac1 GTP hydrolysis 4%, NTR1 ag 2.2, KOR beta-arrestin-1 -16%, GPR35 antagonists -14%, NOD1 inhibition -38%, GPR55 beta-arrestin 0.0%, KOR beta-arrestin-2 -1.7% and NTR1 ag cell count 20 µM 47.
`CCOC(=O)c1c(-n2cnnn2)sc(C)c1C` gave GPR55 antagonists 18%, K1F lysis inhibition 0.4%, Rac1 GTP hydrolysis 8%, NTR1 ag 2.8, KOR beta-arrestin-1 28%, GPR35 antagonists -3%, NOD1 inhibition 1%, GPR55 beta-arrestin 0.4%, KOR beta-arrestin-2 -4.8% and NTR1 ag cell count 20 µM 74.
Screening Cc1[nH]c2ccccc2c1/C=N/Nc1ccccn1 returned GPR55 antagonists 17%, KOR beta-arrestin-1 -9%, GPR35 antagonists 6%, NOD1 inhibition -9%, GPR55 beta-arrestin 0.2% and KOR beta-arrestin-2 6.0%.
Screening CC1(C(=O)O)C=CC2(CCCCC2)N1C(=O)c1ccccc1 (stereo not given) returned GPR55 antagonists 1%, K1F lysis inhibition -1.3%, Rac1 GTP hydrolysis 9%, NTR1 ag -0.9, KOR beta-arrestin-1 6%, GPR35 antagonists -4%, NOD1 inhibition -6%, GPR55 beta-arrestin -0.1%, KOR beta-arrestin-2 -1.0% and NTR1 ag cell count 20 µM 53.
Screening COC(=O)c1cn(-c2ccccc2)nc1-c1ccccc1 returned GPR55 antagonists -1%, K1F lysis inhibition 0.3%, Rac1 GTP hydrolysis 9%, NTR1 ag 1.8, KOR beta-arrestin-1 0%, GPR35 antagonists -8%, NOD1 inhibition -5%, GPR55 beta-arrestin -0.1%, KOR beta-arrestin-2 -5.0% and NTR1 ag cell count 20 µM 49.
Screening O=C(N/N=C/C(Cl)=C/c1ccc([N+](=O)[O-])cc1)C(=O)Nc1cccc(C(=O)O)c1 returned GPR55 antagonists 8%, K1F lysis inhibition -0.3%, Rac1 GTP hydrolysis 9%, NTR1 ag -0.6, KOR beta-arrestin-1 12%, GPR35 antagonists 18%, NOD1 inhibition -14%, GPR55 beta-arrestin 0.3%, KOR beta-arrestin-2 6.7% and NTR1 ag cell count 20 µM 63.
